Screening results (PubChem BioAssay)
RmlC RmlD mix: inhibitors of RmlC and RmlD coupled enzymes; RmlC/RmlD coupled enzyme inhibition, 384-well mixture HTS; inhibition, % at 5.5 µM; 0.39% of 110,000 active; AID 1532; in the data active = inhibition above about 30%, passing the limit was not always enough; note: strong numbers were not always called active
RT RNaseH block: inhibitors of HIV-1 reverse transcriptase RNase H; 1.9% of 65,000 active; AID 565; P04585; RT-RNase H RNA/DNA duplex cleavage, fluorescence; inhibition, % at 10 µM; in the data active = inhibition above about 50%
An asterisk follows results filed as active; . = not tested or not shown. The list is partial; the hit share may differ from the screen's.

Each structure is followed by: RmlC RmlD mix	RT RNaseH block
- CCOC(=O)C(NC(C)=O)(N1CCOCC1)C(F)(F)F (stereo unspecified)
 : 7.3	-4.7
- CC(=O)n1cc(C2C(=O)CC(C)(C)CC2=O)c2ccccc21
 : 3.0	-5.2
- Cc1csc(N2CCCC2c2nc3cc(C(F)(F)F)ccc3n2CCOCCO)n1 (stereo unspecified)
 : 12.4	.
- O=C(c1ccccc1)c1ccccc1N/C=C/c1nnnn1-c1ccccc1
 : 12.2	.
- CCOC(=O)N1CCC(N2CC34C=CC(O3)C(C(=O)Nc3ccc(OCC)cc3)C4C2=O)CC1 (stereo unspecified)
 : -8.7	-7.9
- N=c1sccn1CC(=O)Nc1ccc2c(c1)CCC2
 : -3.0	-4.0
- CCNc1nc(NC(C)C)nc(N(C#N)CCOc2ccc(Cl)cc2Cl)n1
 : -14.7	-48.9
- CCCc1cc(C(=O)Cc2ccc(F)cc2)c(O)cc1O
 : -16.6	-7.2
- CS(=O)(=O)N(Cc1ccccc1)c1ccc(C(=O)Nc2ccc3c(c2)OCO3)cc1
 : -9.2	.
- COCCCNC(=O)c1ccc2c(c1)CCN2S(C)(=O)=O
 : -8.5	.
- COc1cccc(-n2c(C)nnc2SCC#N)c1
 : 8.4	6.2
- O=C(NCc1ccc2c(c1)OCO2)c1nn2cccnc2c1Cl
 : 3.5	-6.2
- COc1ccc(/C=N/OCC(=O)N2CC3(C)CC2CC(C)(C)C3)cc1 (stereo unspecified)
 : -19.9	.
- CCOC(=O)c1ccc(NS(=O)(=O)c2ccc(SC)cc2)cc1
 : 10.2	14.7
- O=S(=O)(c1cccc(-c2nn3c(-c4ccncc4)nnc3s2)c1)N1CCOCC1
 : -14.3	-2.0
- COc1ccc(-c2ccc(-c3nnn(CC(C)=O)n3)cc2)cc1
 : -7.3	-8.0
- COc1ccc(NC2c3ccccc3C(=O)N2c2cccnc2)cc1Cl (stereo unspecified)
 : -9.1	-8.5
- Nc1nc2n(n1)C(c1ccccc1Cl)CC(c1ccc(F)cc1)N2 (stereo unspecified)
 : -2.6	-4.0
- Cc1cc(=O)n2nc(N3CCCC(C(=O)NCc4ccco4)C3)sc2n1 (stereo unspecified)
 : 139.5	-24.7
- CN(c1ccc(C(=O)NCCC2=CCCCC2)cc1)S(C)(=O)=O
 : -20.2	-6.4
- CCOc1ccc(C2c3c(oc4ccccc4c3=O)C(=O)N2CCCN2CCOCC2)cc1OCC (stereo unspecified)
 : 7.1	0.8
- COC(=O)CN(Cc1ccco1)S(=O)(=O)c1ccccc1
 : 12.3	-1.2
- CC1CC(C)CN(CCCNC(=O)c2ccc3c(c2)NC(=O)C(N2CCCCC2)S3)C1 (stereo unspecified)
 : -19.9	-0.7
- O=c1[nH]c2sc3c(c2c2nncn12)CCCC3
 : -9.9	-0.6
- COCc1cc(C)nc2sc3c(=O)oc(C)nc3c12
 : .	-21.1
- CCOC(=O)N1CCC(NC(=O)c2ccc3c(c2)sc2nc(-c4ccccc4)cn23)CC1
 : 3.9	5.5
- COC(=O)C1CCN(c2cc(=O)n(-c3ccc(OC)cc3)c(=O)[nH]2)CC1
 : -5.9	-4.8
- COc1ccc(C(=O)OCn2nnc3ccccc3c2=O)cc1OC
 : 6.2	-18.8
- C=CCn1c(SCC(=O)Nc2c(C)n(C)n(-c3ccccc3)c2=O)nc2sc(C)c(-c3ccccc3)c2c1=O
 : 3.3	.
- O=C(NCCCN=C1NS(=O)(=O)c2ccccc21)c1ccc(S(=O)(=O)N2CCCCC2)cc1
 : -9.7	3.8

Two entries picked at random from those above, as already listed:
Each structure is followed by: RmlC RmlD mix	RT RNaseH block
- O=C(c1ccccc1)c1ccccc1N/C=C/c1nnnn1-c1ccccc1
 : 12.2	.
- CCNc1nc(NC(C)C)nc(N(C#N)CCOc2ccc(Cl)cc2Cl)n1
 : -14.7	-48.9

The list continues.
Each structure is followed by: RmlC RmlD mix	RT RNaseH block
- CCCc1nnc(NC(=O)c2cccc(OC)c2)s1
 : 4.6	-4.0
- O=C(Nc1nc2ccccc2s1)C1CC(=O)N(c2ccc(Cl)cc2)C1 (stereo unspecified)
 : 3.2	.
- COc1ccc(-c2nc3oc4cc(OC)ccc4c(=O)c3c(=O)n2Cc2ccco2)cc1
 : 12.9	8.2
- COc1ccc(S(=O)(=O)NC(C)C(=O)O)cc1 (stereo unspecified)
 : 5.0	.
- COc1cc(C(=O)NCc2nnc(SCC(=O)N3CCc4ccccc43)o2)cc(OC)c1OC
 : .	-13.4
- COc1ccc(CNS(=O)(=O)c2ccccc2Br)cc1
 : 1.2	.
- Brc1ccc(-c2csc(NNC3=NCCCCC3)n2)cc1
 : 7.3	.
- COc1cnc(-c2ccccn2)nc1Oc1cccc(Cl)c1
 : 0.7	.
- Cn1cc(Br)c(C(=O)NC2C3CC4CC(C3)CC2C4)n1 (stereo unspecified)
 : 3.3	.
- O=C(Cc1ccccc1)Nc1ccccc1N1CCN(c2ccccc2)CC1
 : 13.9	-1.0
- O=C(O)c1cc2c(s1)CCCC2
 : 11.2	1.3
- Cc1cc(=O)n2[nH]c(SCc3ccccc3)nc2n1
 : 5.2	.
- N#Cc1ccc(COC(=O)CSc2nnc(C3CCCCC3)n2N)cc1
 : -1.8	0.1
- COc1cc(C2C(C#N)=C(N)Oc3n[nH]c(C)c32)cc2c1OCO2 (stereo unspecified)
 : -24.6	2.9
- CN(C)CCNc1oc(COc2cccc(Cl)c2)nc1C#N
 : -2.8	-0.9
- CCOC(=O)CSc1nc2ccccc2n1CC(=O)NC(C)(C)C
 : -2.1	6.0
- C=CCOC(=O)C1=C(C)OC(N)=C(C(=O)OCC)C12C(=O)N(CC(N)=O)c1ccccc12 (stereo unspecified)
 : -10.4	-13.8
- N#CCc1ccc(NS(=O)(=O)c2cccs2)cc1
 : -4.1	-27.3
- CSc1nsc(SC)c1NC(=O)Nc1ccccn1
 : -7.7	-14.1
- CCn1c(CNC(=O)COc2ccc(C(C)C)cc2)nnc1SCC(=O)NC1CCCCC1C (stereo unspecified)
 : -9.1	.
- COc1ccc(C2/C=C\CN(C(=O)CC(C)C)CC(=O)N2Cc2ccc(F)cc2)cc1 (stereo unspecified)
 : -3.0	.
- Cc1cn(C2CC3OCC3O2)c(=O)[nH]c1=O (stereo unspecified)
 : -9.9	-6.0
- O=C(O)c1cc(-c2ccc(/C=N/Nc3ccc(Cl)cc3)o2)ccc1Cl
 : -2.4	.
- COCCOc1cnn(-c2cc(Oc3ccc(C)cc3)ncn2)c(=O)c1Cl
 : -11.4	.
- CC(C)CCNC(=O)Cn1cc2c(n1)CCCCC2
 : 10.1	-3.2
- COc1ccccc1/C=C/C(=O)OC(C)CN1CCOCC1 (stereo unspecified)
 : 0.9	.
- O=C1NCC(O)=C1C=NCCO
 : -17.4	.
- CN1CC[n+]2cnc3ccccc3c21
 : -8.5	-1.2
- COc1ccc(S(=O)(=O)N2CCN(c3cc(-c4ccccc4)nc4ncnn34)CC2)cc1
 : -10.6	-16.2
- COC(=O)Cn1c(CN2CCOCC2)nc2c1c(=O)[nH]c(=O)n2C
 : 15.9	-2.1
- CC(=O)c1ccc(OCC(C)C)c(CC(C(N)=O)C(N)=O)c1
 : 1.5	5.2
- COc1ccc(C(=O)Nc2cc(Cl)ccc2Cl)c(OC)n1
 : -11.6	-6.5
- COC(=O)c1cc(C(=O)Nc2cc(C)ccn2)cc([N+](=O)[O-])c1
 : 4.8	.
- COc1cccc(-c2cc(C(=O)N3CCc4ccccc4C3)no2)c1
 : -10.2	-23.0
- CCCC(=O)N1CCN(c2ccc([N+](=O)[O-])c(NC(C)c3ccccc3)c2)CC1 (stereo unspecified)
 : -7.3	.
- COc1ccc(Cn2nnc3c(=O)[nH]c(C4CCCN(C(=O)c5ccccc5)C4)nc32)cc1 (stereo unspecified)
 : 0.0	-1.4
- CC(=O)NC(Cc1ccc(F)cc1)C(=O)O (stereo unspecified)
 : -2.0	14.7
- COc1cc(-c2nc3n(n2)C(c2ccc(F)cc2)C2=C(CCCC2=O)N3)cc(OC)c1OC (stereo unspecified)
 : -8.2	-6.8
- Cc1cccc(OCC(=O)Nc2nnn(C)n2)c1C
 : 5.4	.
- Nc1cc(=O)[nH]c(SCC(=O)Nc2ccc(Br)cc2)n1
 : -11.2	-6.4
- CCOC(=O)C1C(=O)CC(C)(O)C(C(=O)OCC)C1c1ccc2c(c1)OCO2 (stereo unspecified)
 : 8.6	-18.2
- CCc1ccc(NC(=O)c2cc(-c3ccc(OC)cc3)on2)cc1
 : -11.4	23.9
- Cc1ccc(C)c(N2CCN(Cc3nnnn3C3CCCCC3)CC2)c1
 : -15.3	2.8
- Cc1ccc(CNC(=O)CCCNC(=O)c2ccc(Cl)cc2)n1C
 : -8.8	1.8
- OC(CN1CCCCC1)Cn1c(C(F)(F)F)nc2ccccc21 (stereo unspecified)
 : -11.2	-9.0
- O=C(NCCSCc1ccccc1)c1ccc(Cl)c(S(=O)(=O)N2CCOCC2)c1
 : -10.4	.
- C[C@@H]1C=C[C@](Cc2ccccc2)(C(=O)O)N1C(=O)c1ccccc1
 : 7.1	.
- O=C(COC(=O)c1n[nH]c2ccccc12)Nc1ccc(S(=O)(=O)N2CCCC2)cc1
 : 4.0	3.1
- COC(=O)Cn1c(CCS(=O)(=O)c2ccc(C)c(C)c2)nc2ccccc21
 : -6.3	-25.1
- Cc1cc(C)nc(SCC(=O)Nc2ccc(S(=O)(=O)Nc3onc(C)c3C)cc2)n1
 : 1.0	1.9
- Cc1cccn2c(=O)c3cc(C(=O)NCc4cccnc4)c(=N)n(C(C)C)c3nc12
 : 33.1*	-35.6
- O=C(C1COc2ccccc2O1)N1CCN(c2ccc(F)cc2)CC1 (stereo unspecified)
 : -1.3	-0.6
- S=C1N(c2ccccc2)C(c2cccc3ccccc23)N2CCCN12 (stereo unspecified)
 : 1.2	.
- COc1ccc([N+](=O)[O-])cc1NC(=S)NC(NC(=O)Cc1ccc(OC)c(OC)c1)C(Cl)(Cl)Cl (stereo unspecified)
 : -7.1	.
- COC(=O)c1c(NC(=O)CC2SC(N)=NC2=O)sc2c1CCCC2 (stereo unspecified)
 : -4.0	.
- C=CCn1c(SCC(=O)c2c(N)n(CCC)c(=O)n(C)c2=O)nc2sc(CC)cc2c1=O
 : 10.7	.
- Cc1nn(C(C)C(=O)NCCCc2ccccc2)c(=O)c2cc3occc3n12 (stereo unspecified)
 : -4.0	.
- O=C(COc1ccc(Br)cc1)N1CCN(C2CCCC2)CC1
 : 4.6	-15.2
- CCN(CC)c1ccc(N2C(=O)/C(=C/c3cccs3)SC2=S)cc1
 : 1.6	.
- COc1ccc(N2CCN(Cc3nc4c(c(=O)n(C)c(=O)n4C)n3Cc3ccccc3C)CC2)cc1
 : .	-0.2

Next part (two carried over from the part before).
Each structure is followed by: RmlC RmlD mix	RT RNaseH block
- CCN(CC)c1ccc(N2C(=O)/C(=C/c3cccs3)SC2=S)cc1
 : 1.6	.
- COc1ccc(N2CCN(Cc3nc4c(c(=O)n(C)c(=O)n4C)n3Cc3ccccc3C)CC2)cc1
 : .	-0.2
- O=C1c2ccccc2C(Nc2ccc(Cl)cn2)N1c1ccccn1 (stereo unspecified)
 : 4.4	-7.1
- COc1ccc(CN2CCCCC2C)cc1C (stereo unspecified)
 : 4.6	.
- CCc1ccc(NC(=O)C2CC(=O)N=C(N)S2)cc1 (stereo unspecified)
 : -11.7	-10.6
- N#CC1=C(N)C(C#N)(C#N)[C@H](c2ccncc2)[C@H]2CC3(CC=C12)OCCO3
 : -7.6	1.7
- O=C(NC1CC1)C1=C[C@H](c2c[nH]c3ccccc23)C[C@H](OCCCCO)O1
 : 7.5	.
- COCCN1Cc2cccc(C(=O)Nc3ccc(C)c(C)c3)c2C1=O
 : -10.4	-6.5
- COc1ccc(NC(=O)CN2CCN(CC(=O)Nc3cc(OC)cc(OC)c3)CC2)cc1
 : -6.2	-3.6
- CCOC(=O)C1=C(CSc2nc(-c3ccccc3)ccc2C#N)OC(N)=C(C#N)C1c1cccnc1 (stereo unspecified)
 : 44.6*	.
- CCOC(=O)c1ccc(NC(=O)c2nc[nH]c2C(=O)N[C@@H](CC(C)C)C(=O)OC(C)(C)C)cc1
 : 8.9	.
- CSC1=N/C(=C\c2ccccc2)C(=O)N1C
 : 7.2	.
- Cc1cc(C)n(Cc2ccc(NC(=O)c3c([N+](=O)[O-])c(C)nn3C)cc2)n1
 : 6.8	.
- CCN(CCCNC(=O)c1c(C)cc(=O)oc1C)c1ccccc1
 : 10.7	4.1
- O=C(OCC(=O)N1CCN(C(=O)c2ccco2)CC1)c1cc(-c2ccc(Cl)c(Cl)c2Cl)nc2ccccc12
 : -32.5	.
- CCCn1c(CN2CCCCC2CC)nc2c1c(=O)n(C)c(=O)n2C (stereo unspecified)
 : -8.2	-7.7
- CO/N=C(\Cn1ncc(NC2CCCCC2)c(Br)c1=O)c1ccc(Cl)cc1
 : 6.0	.
- CCOC(=O)c1sc2nc(CC(=O)OC)nc(N3CCN(c4ccc(OC)cc4)CC3)c2c1C
 : 28.4	.
- CC1CN(C(=O)c2ccc(C(=O)c3ccccc3)cc2)CC(C)O1 (stereo unspecified)
 : -9.3	-2.6
- O=C(CCC(=O)N(c1ccc(F)cc1)C(C(=O)NC1CCCC1)c1ccncc1)Nc1cccnc1 (stereo unspecified)
 : -7.8	.
- CCCc1cc(=O)[nH]c(Nc2ccc(OC)c(Cl)c2)n1
 : -2.9	-11.7
- CCCN1C2CCCC1CC(NC(=O)C1CCCCC1)C2 (stereo unspecified)
 : -15.1	.
- COc1cccc(N2C(=O)Nc3ccccc3C2(O)C(=O)NCc2ccc3c(c2)OCO3)c1 (stereo unspecified)
 : -5.5	-1.1
- COc1ccc(C(CC(=O)O)NC(=O)c2ccccc2)cc1OC (stereo unspecified)
 : -14.2	-17.5
- CC(C)c1nc(CN(C)C(=O)N[C@H](C(=O)N[C@@H](Cc2ccccc2)C[C@H](O)[C@H](Cc2ccccc2)NC(=O)OCc2cncs2)C(C)C)cs1
 : -15.8	.
- CN(C)c1nc(SCC#N)nc(N(C)C)n1
 : 0.6	-13.9
- CO[C@@]1(NC(=O)CSCC#N)C(=O)N2C(C(=O)O)=C(CSc3nnnn3C)CS[C@@H]21
 : -11.5	1.1
- CCn1cc(/C=N/N=C2\CCC3C4CCc5cc(O)ccc5C4CC[C@]23C)c(C)n1 (stereo partly specified)
 : -6.1	.
- Cc1ccc(OCc2nnc(SCC(=O)c3ccccc3)n2Cc2ccco2)cc1
 : 1.6	-7.3
